hcGAS lum: inhibitors of human cGAS; Q8N884; recombinant h-cGAS, ATP depletion, Kinase-Glo luminescence; inhibition, % at 12.5 µM; 290,000 tested, 0.081% active; AID 1259398;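 note: 0% = vehicle reaction and 100% = reaction without DNA for no activity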
Target sequence (Q8N884 whole entry, looked up): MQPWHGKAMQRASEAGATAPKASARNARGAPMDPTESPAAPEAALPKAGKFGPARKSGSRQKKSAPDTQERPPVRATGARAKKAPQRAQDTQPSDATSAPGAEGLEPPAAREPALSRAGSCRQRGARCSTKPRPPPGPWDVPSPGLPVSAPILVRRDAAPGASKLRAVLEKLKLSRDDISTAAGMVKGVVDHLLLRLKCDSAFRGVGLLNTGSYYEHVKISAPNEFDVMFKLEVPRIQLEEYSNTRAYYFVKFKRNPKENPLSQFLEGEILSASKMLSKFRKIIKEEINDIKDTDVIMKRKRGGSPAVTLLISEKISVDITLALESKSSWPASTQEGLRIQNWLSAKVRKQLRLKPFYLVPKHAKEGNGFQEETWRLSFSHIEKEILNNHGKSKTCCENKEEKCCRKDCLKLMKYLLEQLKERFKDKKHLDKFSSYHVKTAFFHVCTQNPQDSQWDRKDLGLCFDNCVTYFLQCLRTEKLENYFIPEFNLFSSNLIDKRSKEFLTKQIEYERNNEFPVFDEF
NPYLR7 agonist: mosquito NPYLR7 agonism; AID 1259423; HEK293T NPYLR7/Galpha15, GCaMP6s calcium fluorescence; activation, % at 10 µM; 270,000 tested, 0.15% active; in the data active = activation above about 40%;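 note: 0% = vehicle and 100% = reference agonist at the receptor; some compounds past the cut are filed as inactive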
mcGAS lum: blocks mouse cGAS activity; Q8C6L5; 160,000 tested, 0.15% active; recombinant cGAS, Kinase-Glo ATP depletion luminescence; AID 1259399; inhibition, % at 12.5 µM;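 note: 0% = negative control wells and 100% = reference inhibitor with no enzyme activity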
* = called active by the depositor; . = not tested or not shown. Cut-off read from the data, not from the text of the source, unless noted: active = inhibition above about 40%; inactive = the rest.

SMILES | hcGAS lum | NPYLR7 agonist | mcGAS lum
CCOC(=O)C1=C(C)N=c2sc(=C(C)C)c(=O)n2C1c1ccc(OC)cc1 (configuration not stated) | -2 | 0 | -4
COCc1cc(CNC(=O)c2cc(NC(C)=O)ccc2Cl)[nH]n1 | -4 | 4 | 0
O=C(NC1CCc2ccccc21)c1ccc(-c2ccc(C3CCCCC3)cc2)s1 (configuration not stated) | -3 | 17 | -5
COc1cn(CC(=O)Nc2ccccc2C(F)(F)F)c(CN2CCC(C)CC2)cc1=O | -6 | -1 | -8
CSC(=Nc1ccc(Cl)cc1)N[n+]1ccccc1 | -3 | 2 | .
O=C(N1CCOCC1)N1CCN(C2CCC3(CCNCC3)CC2)CC1 | -2 | 3 | .
Cc1ccc(CNC(=O)CC2CCN(C(=O)NC3CCCCC3)CC2)o1 | -11 | . | -6
OCC1(O)CCN(CC(c2ccccc2)c2ccccc2)CC1 | -5 | 1 | .
O=C1C[C@H]2CC[C@@H](CN1)N2C(=O)c1cc(COc2cccc(F)c2)[nH]n1 | -4 | 15 | .
CCOC(=O)c1c(C)c(C(=O)C(C)N(C)C(=O)c2ccc(Br)cc2)c(C)n1C (configuration not stated) | -1 | -9 | -3
Cn1ncc(NC2CCc3c(Cl)cccc32)c(Cl)c1=O (configuration not stated) | -1 | 1 | .
CC(NC(=O)CC1Sc2ccccc2NC1=O)c1ccc(-c2ccccc2)cc1 (configuration not stated) | -6 | 4 | .
O=C(OCc1ccc(Cl)cc1)C1CSCCS1 (configuration not stated) | -13 | 13 | .
COCC(NC(=O)c1csc2nc(-c3ccccc3)cn12)c1ccnn1C (configuration not stated) | -3 | 5 | .
COc1ccccc1CCNC(=O)c1ccccc1N1CCC(NS(=O)(=O)c2ccc(Cl)cc2)CC1 | -7 | 2 | -5
CN(Cc1ccc(Cl)c(Cl)c1)C(=O)CS(=O)(=O)c1ccc(O)cc1 | -2 | 7 | .
COc1ccc(C2CC(=O)C3=C(C2)N=C(C)C(C(=O)OC(C)C)C3c2ccc(OC)c(OC)c2)cc1 (configuration not stated) | 0 | -1 | -2
O=S(=O)(Nc1ccc(Br)cc1F)c1cccs1 | -4 | 2 | .
COCCOc1ccnc(-c2noc([C@@H]3CCCN3Cc3cn(C)c4ccccc34)n2)c1 | -6 | -10 | -7
CCCCCN(Cc1cccn1Cc1cccc(C(F)(F)F)c1)C(=O)CN(CC)C(=O)c1ccco1 | -6 | 32 | -5
O=C(NCc1ccccc1Cl)c1ccc(-c2cc(-c3ccc4c(c3)OCCO4)n[nH]2)cc1 | -6 | 3 | -5
O=C(NCC1CC(=O)N(C2CC2)C1)C(=O)c1cccs1 (configuration not stated) | 3 | 5 | 2
CCCN1C(=O)C(c2c(C(C)C)[nH]n(-c3cccc(Cl)c3)c2=O)=C([n+]2cccc(CC)c2)C1=O | -7 | 3 | -8
COc1cccc(-c2ccc(NC(=O)C3CCCN(C(=O)c4[nH]c(C)cc4C)C3)cc2)c1 (configuration not stated) | -4 | 20 | -15
CN(C)CCCNC(=O)c1cc(NC(=O)c2ccc(Br)cc2)ccc1N1CCCC1 | -6 | 14 | -3
COc1ccc(-n2nc(C(=O)NCc3ccc(F)cc3)c(=O)n(Cc3cccc(C(F)(F)F)c3)c2=O)cc1OC | -2 | 2 | -4
Cn1c(C(C#N)=Cc2cccc(O)c2)nc2ccccc21 | -12 | 12 | .
CC(C)Cc1cc(CN2CC(C(=O)O)CC2=O)no1 (configuration not stated) | -4 | 0 | -10
COc1ccc(-n2c(-c3ccc(Cl)cc3)cc(C(=O)N3CCN(C(=O)c4ccc(C)cc4)CC3)c2C)cc1 | 1 | -10 | 2
COc1cc2c(cc1OC)C(c1cccc(C(F)(F)F)c1)N(C(=O)c1cc(OC)c(OC)c(OC)c1)CC2 (configuration not stated) | -5 | 23 | -2

Entries of single compounds, quoted from the list. Order of screens: hcGAS lum | NPYLR7 agonist | mcGAS lum
Record of `CC(NC(=O)CC1Sc2ccccc2NC1=O)c1ccc(-c2ccccc2)cc1` (configuration not stated) : -6 | 4 | .
Record of `COc1ccccc1CCNC(=O)c1ccccc1N1CCC(NS(=O)(=O)c2ccc(Cl)cc2)CC1` : -7 | 2 | -5
Record of `OCC1(O)CCN(CC(c2ccccc2)c2ccccc2)CC1` : -5 | 1 | .
Record of `COc1cc2c(cc1OC)C(c1cccc(C(F)(F)F)c1)N(C(=O)c1cc(OC)c(OC)c(OC)c1)CC2` (configuration not stated) : -5 | 23 | -2
Record of `O=C1C[C@H]2CC[C@@H](CN1)N2C(=O)c1cc(COc2cccc(F)c2)[nH]n1` : -4 | 15 | .

Grouped by structure, those above with an aryl methoxy group.
SMILES | hcGAS lum | NPYLR7 agonist | mcGAS lum
CCOC(=O)C1=C(C)N=c2sc(=C(C)C)c(=O)n2C1c1ccc(OC)cc1 (configuration not stated) | -2 | 0 | -4
COc1cn(CC(=O)Nc2ccccc2C(F)(F)F)c(CN2CCC(C)CC2)cc1=O | -6 | -1 | -8
COc1ccccc1CCNC(=O)c1ccccc1N1CCC(NS(=O)(=O)c2ccc(Cl)cc2)CC1 | -7 | 2 | -5
COc1ccc(C2CC(=O)C3=C(C2)N=C(C)C(C(=O)OC(C)C)C3c2ccc(OC)c(OC)c2)cc1 (configuration not stated) | 0 | -1 | -2
COc1cccc(-c2ccc(NC(=O)C3CCCN(C(=O)c4[nH]c(C)cc4C)C3)cc2)c1 (configuration not stated) | -4 | 20 | -15
COc1ccc(-n2nc(C(=O)NCc3ccc(F)cc3)c(=O)n(Cc3cccc(C(F)(F)F)c3)c2=O)cc1OC | -2 | 2 | -4
COc1ccc(-n2c(-c3ccc(Cl)cc3)cc(C(=O)N3CCN(C(=O)c4ccc(C)cc4)CC3)c2C)cc1 | 1 | -10 | 2
COc1cc2c(cc1OC)C(c1cccc(C(F)(F)F)c1)N(C(=O)c1cc(OC)c(OC)c(OC)c1)CC2 (configuration not stated) | -5 | 23 | -2

Next part
SMILES | hcGAS lum | NPYLR7 agonist | mcGAS lum
O=C1/C(=C\c2ccc(O)c(O)c2)SC(=S)N1c1ccccc1 | -19 | 6 | -12
O=C(CCC1CCCC1)N1CCN(c2nccc(-c3ccco3)n2)CC1 | -7 | 2 | -8
CNc1ncccc1C(=O)N1CC[C@@H](c2ccc3ccccc3c2)[C@H](O)C1 | -6 | -4 | .
CCO/N=C1\C(=O)Nc2cc(N3CCCC3)ccc21 | -6 | 4 | .
Cc1ccc(-c2nc(SCC(=O)Nc3ccc(C(N)=O)cc3)c3c(=O)n(C)c(=O)n(C)c3n2)cc1 | -9 | -4 | -8
CNC(=O)[C@@H]1CN2CCN(Cc3ccc4c(c3)OCO4)C[C@@H]2[C@H]1c1ccccc1 | -5 | 3 | -2
O=C(NCc1cccs1)c1cccnc1N1CCN(C(=O)CCCOc2ccccc2)CC1 | -4 | 1 | -5
Cn1c(=O)c2c(nc(CN3CCN(Cc4ccccc4)CC3)n2Cc2ccccc2F)n(C)c1=O | -6 | 2 | -8
C=CCN(CC(=O)N(CCc1ccccc1)Cc1ccc(C)o1)Cc1cc(F)ccc1F | -2 | 11 | -6
CC(=O)Nc1ccc(S(=O)(=O)Oc2cccc(CN(C(=O)c3ccco3)C(C)C)c2)cc1 | -3 | 30 | -9
C=CCCC(O)CNC(c1nc(-c2ccc(Br)cc2)no1)C(C)C (configuration not stated) | -4 | . | -9
COc1ccccc1-c1c(C(F)(F)F)oc2c(CN3CCN(C)CC3)c(O)ccc2c1=O | -4 | -9 | -5
O=C(NCCCN1CCOCC1)C(C1CCCC1)N1CCN(C(=O)c2ccc(F)cc2F)CC1 (configuration not stated) | 1 | -4 | -4
O=C(Nc1ccc(-n2nc(OCc3ccc(F)cc3)nc2-c2ccc(C(F)(F)F)cc2)cc1)c1cccc([N+](=O)[O-])c1 | -5 | 17 | -2
O=C(NC(=S)NCCCNC(=S)NC(=O)c1ccco1)c1ccco1 | -4 | -4 | .
c1ccc(CCC2CCCCN2c2nc3nonc3nc2N2CCOCC2)nc1 (configuration not stated) | -8 | 3 | .
CC(C)(C)c1cc(CN2CCN(c3ncnc4nc[nH]c34)CC2)[nH]n1 | -8 | 15 | .
CC(=O)C1C(c2cccs2)NC(=O)NC1(O)C(F)(F)F (configuration not stated) | -9 | 3 | .
CC(C)COCC(O)CN(Cc1ccccc1Cl)CC1CC(c2ccccc2Cl)=NO1 (configuration not stated) | 2 | -2 | 0
CC(CCC(=O)N1CCC(Cc2nncn2C)CC1)N1CCOCC1 (configuration not stated) | -1 | 1 | .
O=C(c1csc(-c2cccs2)n1)N1CCOC2(CNCCOC2)C1 (configuration not stated) | -2 | 0 | .
Cc1cc(=O)[nH]c(-n2nc(C3CC3)cc2NC(=O)c2ccc(F)cc2)n1 | -9 | 1 | .
Cc1cc(C(=O)ON=C(N)c2ccncc2)ccc1[N+](=O)[O-] | -7 | -1 | .
CC1Cc2ccccc2N1S(=O)(=O)N(C)CCC#N (configuration not stated) | 3 | 2 | .
Fc1ccc(C2(c3noc(-c4n[nH]c5c4CCC5)n3)CCOC2)cc1 (configuration not stated) | -5 | 2 | .
O=C(CSc1nnnn1C1CCCC1)c1ccc2c(c1)CCC2 | -5 | 11 | .
COCCNC(=O)[C@@]1(OCc2ccc(F)cc2)CC(OCc2cccc(C(F)(F)F)c2)[C@H](O)[C@H](O)C1 (some centres not stated) | 5 | 0 | 0
Cc1ccc(S(=O)(=O)NCC2(c3ccccc3)CCOCC2)s1 | -6 | 4 | .
Cc1ccc(C(N)=NOC(=O)/C=C/c2ccccc2)cc1 | -5 | -7 | .
CC(c1ccccc1)n1cnnc1CCn1cccn1 (configuration not stated) | -2 | 5 | .
COc1ccc2nc(-c3cccc(NS(=O)(=O)c4ccc5ccccc5c4)c3)cn2n1 | -3 | -9 | -9
Cc1cc(NC2CC(=O)N(Cc3ccccc3C(F)(F)F)C2)nc(N)n1 (configuration not stated) | -4 | -3 | .
COc1ccc(OCCNC(=O)c2ccc3nc(C)c(N(C)C(=O)Nc4ccc(C(C)=O)cc4)n3c2)cc1 | -6 | 13 | -5
CCN(Cn1[nH]c(C(C)(C)C)nc1=S)C1CCS(=O)(=O)C1 (configuration not stated) | -8 | 5 | .
O=C(NCc1cccnc1)c1cc(N2[C@@H]3CC[C@H]2CC(O)C3)ccn1 (some centres not stated) | -2 | -1 | -1
Cc1ccc(CN2CCCCC2c2ccccn2)o1 (configuration not stated) | 1 | -2 | .
O=C(CSc1nc2c(c(=O)n1-c1ccccc1)SCC2)N1CCCc2ccccc21 | -8 | -1 | .
COc1ccc(OC)c(C(C)n2cnc(-c3ccccc3)c2-c2cnc[nH]2)c1 (configuration not stated) | -7 | -2 | .
CON(C)C(=O)c1nn(Cc2ccccc2)c(=O)c2ccccc12 | 5 | -1 | .
COc1ccc(C=CC(=O)N2CCC2)cc1S(=O)(=O)N1CCOCC1 | 0 | -9 | .
CCCOC1=NN=C(Oc2nc(NCC)cc(N(C)C)n2)CC1 | -6 | -4 | .
Cc1ccccc1C1c2[nH]c3ccccc3c2CCN1Cc1ncc[nH]1 (configuration not stated) | -1 | 5 | .
CCOC(=O)c1sc(N2C(=O)C(O)=C(C(=O)c3cccs3)C2c2ccc(F)cc2)nc1C (configuration not stated) | -4 | 4 | -6
CCc1ccc(-c2noc(COC(=O)c3cc(S(=O)(=O)N4CCCC4)ccc3Cl)n2)cc1 | -6 | 1 | -9
O=C(COc1nsnc1N1CCOCC1)NC1CCCC1 | 5 | 0 | .
Cc1sc(-n2cccc2)c(C(=O)N2CCN3C(=O)CNC(=O)C3C2)c1C (configuration not stated) | 5 | -4 | .
COc1ccc(NC(=O)NCc2sc(C)nc2C)cc1C | 0 | 0 | .
CC(C)(C)C(=O)NCC(=O)NC1=NCCS1 | -5 | -4 | .
O=S(=O)(Nc1ccc2c(c1)OCO2)c1c(Cl)cc(Br)cc1Cl | -2 | -7 | .
CCCc1ncc(C(=O)N(C)c2ccccc2S(C)(=O)=O)s1 | -6 | 7 | .
Cc1ccc2[nH]c3c(c2c1)CN(C(=O)CCN1CCCCO1)CC3 | -8 | 22 | .
CC(O)CNc1nc(NCc2ccccc2)c2cnn(C)c2n1 (configuration not stated) | -4 | 10 | -7
COc1ccc(-n2c(C)cn3c4c(=O)n(C)c(=O)n(C)c4nc23)c(OC)c1 | 2 | 2 | .
O=S(=O)(c1ccc(Cl)cc1)N1CCN(c2cc(Oc3ccc(F)cc3)ncn2)CC1 | -4 | 11 | -4
O=C(NCC(c1cccnc1)N1CCOCC1)c1nc(N2CCCC2)nc2c1CCCC2 (configuration not stated) | -1 | 5 | -5
COCC1CN(C)CC12CCN(S(=O)(=O)c1cccs1)CC2 (configuration not stated) | -9 | . | -5
CCN(CC1CCCO1)C(=O)C1CCCN(c2nc(C)c3ccc(OC)cc3n2)C1 (configuration not stated) | -6 | 13 | -12
Cc1ccc(S(=O)(=O)N2CCN(C(=O)NCC3CN(CC(C)C)CCO3)CC2)cc1C (configuration not stated) | -6 | -2 | .
COc1ccc(CCCC(=O)N2CCC3(CCCNC3)C2)cc1 (configuration not stated) | -3 | 2 | -13
CCOC(=O)c1c(NC(=O)c2cc(Cl)nc(OC)c2)c(-c2ccc(OC)cc2)cn1Cc1ccccc1 | -6 | 18 | -7

Following part.
SMILES | hcGAS lum | NPYLR7 agonist | mcGAS lum
O=C(c1cccnc1Cl)N1CCN(c2nccc(-c3ccc(-n4ccnc4)cc3)n2)CC1 | 1 | 20 | -5
Cc1oc(-c2cccs2)nc1CN1CCCC(Nc2ccccc2)C1 (configuration not stated) | -2 | -4 | .
O=C(c1ccnc(Cl)c1)N(CCc1ccc(F)cc1)C1CCCC1 | -9 | 0 | -11
O=C(c1cccc(F)c1)N1CCC2(CC1)SCCN2C(=O)c1ccc(C(F)(F)F)cc1 | -1 | 16 | -3
Cc1c(C(=O)N2CCC(O)(C(=O)O)CC2)sc2ccccc12 | -4 | -2 | .
COCCN(CC(=O)N1CCc2sccc2C1c1ccc(Cl)cc1)C(=O)c1ccccc1OC (configuration not stated) | -1 | 6 | -4
COc1ccc(-c2ccc3c(c2)COC2(CCN(C(=O)c4ccc(F)c(F)c4)CC2)O3)c(OC)c1 | 0 | -10 | 1

Compounds as they come (roughly 0.27% active in at least one column).
